# Screening results as filed in PubChem BioAssay.
# Jurkat NFkB inh = inhibitors of induced NF-kB luciferase reporter, primary screen, TCR NF-kB activation inhibitor project, cell-based, luminescence, uHTS | Jurkat, PMA/ionomycin-induced NF-kB luciferase reporter | inhibition, % at 4 µM | 330,000 tested, 0.53% active | AID 435003, 2010; in the data active = inhibition above about 50%
# tim23-1 inh = growth inhibitors of tim23-1 mutant yeast, primary screen, luminescence, uHTS; inhibition, % at 20 µM; S. cerevisiae tim23-1 growth, BacTiter-Glo luminescence, 24 h; 330,000 tested, 1.3% active;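 active = growth inhibition of the mutant yeast at or above 50%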;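 also: temperature-sensitive mutant grown at 25 °C; plate controls were DMSO-treated mutant yeast for no effect and medium wells lacking yeast for full effect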
# UPR XBP1 act = activators of adaptive XBP1 UPR arm, primary screen, cell-based, CHO-XBP1 luciferase reporter, luminescence, uHTS. AID 463104, 2010. activation, % at 20 µM. 330,000 tested, 0.33% active. IRE1-XBP1 UPR activation; percent of tunicamycin response, DMSO as zero;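 active = versus positive control, 20 µM dose yields 30% or more activation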;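 also: 100% = tunicamycin at 10 µg/mL and 0% = DMSO only wells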
#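 incubation = overnight seeding at 37 °C, 6 h compound treatment at 37 °C | assay system = CHO-XBP1 cells stably carrying IRE1-XBP1-driven luciferase reporter | input = 1000 cells per well | detection = luciferase luminescence | dosing = single point, 20 µM final compound, 1% DMSO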
# tim10-1 inh = growth inhibitors of tim10-1 mutant yeast, primary screen, luminescence, uHTS; S. cerevisiae tim10-1 ts strain growth, BacTiter-Glo, 24 h; inhibition, % at 20 µM; 330,000 tested, 2.2% active; AID 463190, 2010;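 active = inhibition of at least 40%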;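 also: mutant grown at 25 °C; 0% = DMSO wells with yeast and 100% = wells holding no yeast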
# UPR CHOP act = activators of apoptotic CHOP UPR arm, primary screen, cell-based, CHO-CHOP luciferase reporter, luminescence, uHTS. activation, % at 10 µM. AID 449763, 2010. 330,000 tested, 0.34% active. UPR activation; percent of tunicamycin response over DMSO baseline;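 active = at 10 µM dose, activation of 40% or more, normalized to positive control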;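 also: 100% = tunicamycin at 10 µg/mL and 0% = DMSO alone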
#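 Evaluation: % reporter activation, DMSO baseline versus tunicamycin full activation; System: CHO-CHOP luciferase reporter cell line; Input: 500 cells/well; Incubation: 6 h compound treatment, 37 °C; Measured by: Steady-Glo luciferase luminescence; Dosing: one dose, 10 µM in 0.5% DMSO; Buffer or medium: F12 medium, 10% FBS; Benchmarks: positive tunicamycin 10 µg/mL, negative DMSO alone.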
# TIM10 inh = growth inhibitors of isogenic TIM10 control yeast, primary screen, counter-screen for tim10-1 yeast inhibitor project, luminescence, uHTS; S. cerevisiae TIM10 strain growth, BacTiter-Glo luminescence, 24 h; inhibition, % at 10 µM; 330,000 tested, 1.4% active; AID 463195, 2010;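 active = inhibition of 40% or more at the single tested concentration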;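 also: wild-type TIM10 isogenic control strain grown at permissive 25 °C; 0% = DMSO yeast wells and 100% = minimal medium wells without yeast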
# Mdm2-MdmX inh = inhibitors of human Mdm2-MdmX association, primary screen, cell-based, luminescence, split luciferase, SaOS-2, uHTS; Protein Mdm4 (Homo sapiens) + E3 ubiquitin-protein ligase Mdm2 (Homo sapiens), …; inhibition, % at 8 µM; 330,000 tested, 3% active; SaOS-2 split-luciferase Mdm2/MdmX complementation;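 active = inhibition of at least 50% at 8 µM in the primary screen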
# Target sequence (O15151 whole entry, looked up): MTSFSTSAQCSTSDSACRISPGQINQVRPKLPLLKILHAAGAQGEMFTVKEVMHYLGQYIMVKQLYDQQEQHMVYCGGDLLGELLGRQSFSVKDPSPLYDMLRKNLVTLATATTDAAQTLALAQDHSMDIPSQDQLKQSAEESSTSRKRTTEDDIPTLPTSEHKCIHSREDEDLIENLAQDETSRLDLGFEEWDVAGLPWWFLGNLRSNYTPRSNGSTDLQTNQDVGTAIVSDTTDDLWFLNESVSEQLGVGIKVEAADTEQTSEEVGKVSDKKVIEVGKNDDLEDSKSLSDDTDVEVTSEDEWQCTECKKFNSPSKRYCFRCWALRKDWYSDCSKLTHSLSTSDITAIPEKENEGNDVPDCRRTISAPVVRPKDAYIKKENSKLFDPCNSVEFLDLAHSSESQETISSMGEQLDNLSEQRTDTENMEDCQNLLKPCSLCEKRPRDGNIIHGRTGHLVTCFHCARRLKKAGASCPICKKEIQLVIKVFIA
# Target sequence (Q00987 whole entry, looked up): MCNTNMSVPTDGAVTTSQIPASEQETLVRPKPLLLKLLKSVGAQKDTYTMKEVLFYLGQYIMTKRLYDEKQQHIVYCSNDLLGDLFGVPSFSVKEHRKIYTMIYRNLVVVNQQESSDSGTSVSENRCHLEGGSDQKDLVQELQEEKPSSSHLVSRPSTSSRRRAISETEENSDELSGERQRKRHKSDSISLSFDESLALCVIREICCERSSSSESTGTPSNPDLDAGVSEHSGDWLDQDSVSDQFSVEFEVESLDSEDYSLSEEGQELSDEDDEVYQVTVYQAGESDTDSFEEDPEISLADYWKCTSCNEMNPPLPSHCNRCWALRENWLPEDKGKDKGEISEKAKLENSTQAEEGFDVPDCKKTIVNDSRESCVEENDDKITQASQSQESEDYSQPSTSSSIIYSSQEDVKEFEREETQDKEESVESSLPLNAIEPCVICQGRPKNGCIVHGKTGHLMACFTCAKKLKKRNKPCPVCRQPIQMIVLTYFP
# 697 NFkB inh = inhibitors of PMA/ionomycin-induced NF-kB reporter, 697 cells, primary screen, B-cell NF-kB inhibitor project, cell-based, luminescence, uHTS. inhibition, % at 4 µM. 697 B-cell NF-kB luciferase reporter, 16 h. 330,000 tested, 0.33% active; in the data active = inhibition above about 35%
# * hit, by the source's call; . = not tested or not shown.
SMILES,Jurkat NFkB inh,tim23-1 inh,UPR XBP1 act,tim10-1 inh,UPR CHOP act,TIM10 inh,Mdm2-MdmX inh,697 NFkB inh
C=C1CCN([C@@H](C)C(=O)NCc2ccc(Cl)cc2)S(=O)(=O)c2ccccc21,-2,28,-4,32,-0.1,10,10,3
CN(C)c1ccc(-c2nnc(-c3cccs3)o2)cc1,-161,-7,-11,-10,-2.9,10,-50,-238
O=C1CN(C(=S)NC(=O)c2ccccc2[N+](=O)[O-])CCN1,-12,4,-5,-14,1.7,0,12,7
COc1ccc(CN(C(=O)c2oc3ccccc3c2C)C2CCS(=O)(=O)C2)cc1 (stereo not drawn),6,10,2,27,-0.4,0,20,18
CC(C)=CCCC(C)CN1CCC(n2nccc2NC(=O)C2CCCC2)CC1 (stereo not drawn),10,12,-3,8,0.0,0,47,12
CCCNC(=O)C(NS(=O)(=O)c1ccc2c(c1)c(=O)n(C)c(=O)n2C)c1ccccc1 (stereo not drawn),-2,-10,-2,-12,0.5,-20,-3,5
CCN1CCN(C(=O)CN(C)S(=O)(=O)c2ccc(Cl)cc2)CC1,4,4,-1,-3,0.2,-14,-9,12
Cc1ccc(-c2nn(-c3ccccc3)cc2NC(=O)CCl)cc1,-13,65*,-5,36,82*,29,66*,-25
C/C(=N/OC(=O)c1ccc(Br)cc1)c1ccc(C)cc1,9,-2,-3,8,3.0,15,6,10
COC(=O)c1cccc(Oc2cccc(C(F)(F)F)c2)n1,11,6,-4,18,0.9,6,-4,-6
Cc1cccc(NC(=O)CCCn2cc([N+](=O)[O-])cn2)n1,7,9,-2,8,-0.6,-29,19,23
O=C(O)CN1C(=O)c2ccc(Oc3cccc4c3C(=O)N(CC(=O)O)C4=O)cc2C1=O,10,10,-2,0,1.8,5,2,4
CC(SCc1ccccc1)C(=O)NN=C1CCN(C)CC1 (stereo not drawn),4,12,-3,5,-2.5,9,-6,10
COc1ccc(NC(=O)c2cccnc2C(=O)O)c(OC)c1,4,-7,-2,6,0.8,-2,16,-1
CCOC(=O)c1c2n(c3ccc(O)cc13)CCC2,-10,15,-2,5,-0.5,4,16,12
COc1ccc(C(=O)NNC(=S)NC(=O)c2cc(-c3ccccc3)nc3ccccc23)cc1,-5,35,2,36,-0.1,38,8,-29
O=C(NC(=S)Nc1cc(S(=O)(=O)N2CCOCC2)ccc1O)c1ccco1,11,17,0,11,1.3,-16,20,-4
CCOC(=O)c1c(C)[nH]c(C(=O)COC(=O)C(C)Oc2ccc(Cl)cc2Cl)c1C (stereo not drawn),8,-16,-1,12,-0.3,-3,13,11
O=C(Nc1cccc(Cl)c1)Nc1ccccc1C(=O)NCc1ccco1,13,16,1,10,2.2,16,12,-14
NC(=O)c1ccsc1NC(=O)CS(=O)(=O)c1ccc(F)cc1,-8,-13,1,-3,2.8,1,23,-9

# Random excerpt: 4 entries already listed.
SMILES,Jurkat NFkB inh,tim23-1 inh,UPR XBP1 act,tim10-1 inh,UPR CHOP act,TIM10 inh,Mdm2-MdmX inh,697 NFkB inh
CCOC(=O)c1c(C)[nH]c(C(=O)COC(=O)C(C)Oc2ccc(Cl)cc2Cl)c1C (stereo not drawn),8,-16,-1,12,-0.3,-3,13,11
O=C(NC(=S)Nc1cc(S(=O)(=O)N2CCOCC2)ccc1O)c1ccco1,11,17,0,11,1.3,-16,20,-4
O=C(O)CN1C(=O)c2ccc(Oc3cccc4c3C(=O)N(CC(=O)O)C4=O)cc2C1=O,10,10,-2,0,1.8,5,2,4
Cc1cccc(NC(=O)CCCn2cc([N+](=O)[O-])cn2)n1,7,9,-2,8,-0.6,-29,19,23

# The listing continues.
SMILES,Jurkat NFkB inh,tim23-1 inh,UPR XBP1 act,tim10-1 inh,UPR CHOP act,TIM10 inh,Mdm2-MdmX inh,697 NFkB inh
Cc1ccc(-c2c[n+](CC(=O)c3cccs3)c3n2CCC3)cc1,15,9,0,5,-0.8,9,13,-18
CCCNC(=O)Nc1ccc(F)c(Cl)c1,-22,19,1,-5,1.2,-11,11,-11
N#CCNC(=O)C1c2ccccc2Oc2ccccc21,0,-7,-2,-13,2.6,-9,19,-7
CCCN(C(=O)CSc1nnnn1C)c1c(N)n(Cc2ccccc2)c(=O)[nH]c1=O,3,11,-2,-2,-2.8,-1,-2,3
Cc1ccc(S(=O)(=O)N2CCCC2C(=O)Oc2ccccc2)cc1 (stereo not drawn),-1,27,0,33,-0.6,28,-12,-6
Cc1ccc(S(=O)(=O)N2CCC(C(=O)OCC(=O)N(C)CC(=O)Nc3ccc(F)cc3)CC2)cc1C,2,-10,-1,-4,0.7,13,15,4
O=C(O)CCC(=O)/C=C/c1ccccc1,-4,31,-1,32,-0.4,0,9,11
Cc1ccccc1NC(=O)Cc1nc(COC(=O)CC(C)c2ccccc2)cs1 (stereo not drawn),14,14,-6,18,-0.7,4,11,7
N#CCNc1ccc([N+](=O)[O-])cc1C#N,-1,3,-3,20,0.2,10,-33,-19
COc1ccc(NS(=O)(=O)c2cccc(C(=O)N/N=C/c3ccc(O)cc3)c2)cc1,2,-10,-1,1,-0.6,-17,8,21
Cn1ncc(Cl)c1C(=O)NC1CCCC1,-5,1,-1,18,-1.3,-1,2,-34
COc1cc(C(C)=O)ccc1OCC(O)CNCC1(N2CCCCC2)CCCCC1 (stereo not drawn),-3,3,-2,14,1.2,-14,-7,-27
CCn1c(O)c(N=NC(=O)c2cccc(S(=O)(=O)N3CCCCC3)c2)c2ccccc21,-13,14,4,18,-1.2,-5,51*,-5
CC(CC(=O)O)CC(=O)N1CCN(S(=O)(=O)c2cccs2)CC1 (stereo not drawn),-1,10,-5,5,-0.1,7,17,-25
Cn1c(-c2ccc(F)cc2)cnc1SCC(=O)N1CCCCC1,-59,11,0,14,-0.8,-4,-42,-103
O=C(NC1CCCC1)C(c1ccc(F)cc1)N(C(=O)c1csnn1)c1ccccc1 (stereo not drawn),-13,12,1,15,0.5,-9,15,-4
CCOC(=O)c1c(C)[nH]c(C)c1C(=O)CSc1ncccn1,6,15,1,9,0.0,3,4,-18
CN(C(=O)C1CCCN1S(=O)(=O)c1ccc(Cl)cc1)c1ccccc1 (stereo not drawn),-4,28,1,26,1.7,14,-31,0
Cn1c(=O)[nH]c(=O)c2c1nc(N1CCN(CCO)CC1)n2Cc1ccccc1,-3,-7,-3,-8,-1.6,-8,-12,5
O=C(O)c1cccc2c1C(=O)c1ccccc1-2,9,12,1,8,-0.5,11,-11,6
c1cc(-c2cccs2)nc(-c2cccs2)c1,-12,17,6,14,5.4,10,-26,-27
O=C(O)CCn1cc(C(=O)O)c(-c2ccccc2)n1,1,17,1,2,-0.1,17,-3,-2
COc1ccc(CC(=O)Nc2cccc(/C(C)=N/NC(=O)c3cccc([N+](=O)[O-])c3)c2)cc1,3,15,-2,14,0.6,6,22,1
O=C(NC1CCN(Cc2ccccc2)CC1)c1cncc(Br)c1,-7,17,1,-15,3.2,-21,10,-23
CCOC(=O)C1=C(C)N(C)C(=O)NC1c1c(C)nn(-c2ccc(C)cc2)c1Cl (stereo not drawn),-18,5,-3,19,-0.8,18,21,0
CCOc1ccc(CCNC(=O)COC(=O)CCS(=O)(=O)c2ccc(C)cc2)cc1OCC,15,8,-1,15,0.0,9,-9,18
CC(C)c1nc(=S)n(-c2ccccc2)[nH]1,-17,0,0,-10,-2.3,1,-12,-14
CCCN(CC(=O)Nc1ccccc1C)C(=O)c1sc2ccccc2c1Cl,-10,26,1,-6,-1.0,-8,-34,-14
COc1ccc(C2=NN(c3nc4ccccc4s3)C(=O)/C2=C\N(C)C)cc1,-4,-1,0,5,3.3,7,9,8
CCOCCn1cnc2sc(C(=O)NCCCN3CCOCC3)c(C)c2c1=O,-6,7,-2,-8,0.2,8,-8,1
O=C(O)C1CCN(S(=O)(=O)c2cccc3nonc23)CC1,5,6,-3,8,-1.0,-7,27,11
Cc1ccc(NC(=O)c2cnccn2)cc1C,-98,7,1,-18,5.2,-10,-38,-112
O=C1C(Cc2ccc(O)cc2)NC(=S)N1C1CCCCC1 (stereo not drawn),3,24,0,12,1.7,17,-18,-8
CC(C)Cn1c(/C=C/c2ccco2)nc2ccccc21,-11,45,-1,36,2.5,13,42,4
Clc1cccc(N/N=C(\Cc2nc3ccccc3[nH]2)c2ccccc2)c1,-25,64*,2,40*,5.3,56*,5,-50
O=C(COC(=O)C1CCN(S(=O)(=O)c2ccc3c(c2)OCCO3)CC1)Nc1cccc2ccccc12,4,13,-4,8,-1.8,-10,-2,8
COc1cc(OC)c2c(-c3cccc(-c4ccc(C#N)cc4)c3)cc(=O)oc2c1,.,21,5,-16,2.0,-40,43,-38
O=C(Nc1ccc(Cl)cn1)C1CCN(S(=O)(=O)c2cccs2)CC1,32,5,-1,-9,-1.9,-11,21,-14
COc1ccc(OCCCC(=O)Nc2cccc([N+](=O)[O-])c2C)cc1,2,3,3,1,0.4,6,2,4
COC(=O)c1nn(-c2ccc3c(c2)OCO3)cc1O,-35,-3,2,12,1.5,10,-18,6
FC(F)(F)C(F)(F)c1nnc2ccc(-n3ccnc3)nn12,-14,6,-4,-1,0.7,-20,0,28
CC1CCC2(CC1)NC(=O)N(CC(=O)N1CC(C)CC(C)C1)C2=O (stereo not drawn),-5,14,1,-1,-1.9,0,22,15
CCN1CCN(C(=O)CS(=O)Cc2nc(-c3ccc(OC)cc3)oc2C)CC1 (stereo not drawn),-2,-4,0,-16,0.3,-12,2,-8
COc1cc(/C=C(\C#N)c2nc3c(s2)CCCC3)ccc1O,-10,34,0,44*,4.8,31,-4,-54
CC1CCN(C(=O)Cn2c(=O)n(-c3ccc(F)cc3)c(=O)c3sccc32)CC1,-3,14,-3,-4,-1.2,-1,5,26
Cc1ccccc1-c1nc(C#N)c(NCc2ccco2)o1,10,39,3,34,0.2,47*,-5,-4
COc1ccc(-c2cc3c(=O)n(CC(=O)Nc4cccc(Cl)c4)ncn3n2)cc1,-8,-13,1,1,2.5,-19,0,-17
COc1ccc(O)c(C(=O)c2cnc3c(c2)c(=O)[nH]c(=O)n3C)c1,-5,-2,0,-1,1.5,-18,5,16
COc1nc(-c2ccc(C)cc2)ccc1-c1noc(-c2ccco2)n1,-19,6,1,16,5.2,13,-71,-18
CCOC(=O)c1c(C2CC2)csc1NC(=O)CSCc1c(C)noc1C,-34,-3,1,34,-0.2,20,-16,-51
# (further entries)
SMILES,Jurkat NFkB inh,tim23-1 inh,UPR XBP1 act,tim10-1 inh,UPR CHOP act,TIM10 inh,Mdm2-MdmX inh,697 NFkB inh
O=C(CCCNS(=O)(=O)c1ccc(Cl)c(Cl)c1)NCCc1ccccn1,-4,5,-1,19,0.1,-32,-2,9
CC(C)(C)c1ccc(/C=C/C(=O)O)s1,0,11,-1,14,-0.8,20,6,2
CCC1(c2ccc(F)cc2)NC(=O)N(CC(=O)Nc2ccc3c(c2)OCCO3)C1=O (stereo not drawn),12,7,0,-13,0.7,2,-6,14
CCOc1ccc2c(c1)-c1c(ssc1=S)C(C)(C)N2C(=O)c1ccco1,46,42,5,25,0.7,19,35,-81
O=S(=O)(CCc1nc2ccccc2o1)c1ccc2ccccc2c1,8,16,3,13,-0.4,9,-5,8

# Structures above printed as active in Mdm2-MdmX inh:
Molecule | Jurkat NFkB inh | Mdm2-MdmX inh | 697 NFkB inh
Cc1ccc(-c2nn(-c3ccccc3)cc2NC(=O)CCl)cc1 | -13 | 66* | -25
CCn1c(O)c(N=NC(=O)c2cccc(S(=O)(=O)N3CCCCC3)c2)c2ccccc21 | -13 | 51* | -5
